E-sel TNF inh: TNF alpha driven E-selectin expression inhibition. AID 1246. actives 0.71% (n = 120,000). HUVEC TNFa-induced E-selectin immunofluorescence, high content. inhibition, % at 2 µM;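 active = inhibition above the batch mean plus 3 SD, and confirmed as a hit on visual image review, cut at about 43% in these data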;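 note: 0% = TNF-stimulated DMSO wells and 100% = unstimulated control wells; not every result past the cut was called active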
* marks the source's active call; other numbers are inactive results.

SMILES | E-sel TNF inh
O=C(COC(=O)CCC(=O)c1cccs1)NC(=O)c1ccc(OC(F)F)cc1 | -46
Cn1nccc1C(=O)N1CCCC(C(=O)c2cccc3ccccc23)C1 (stereo not given) | -45
O=C(NCC1CCCO1)c1cc(C(=O)c2ccc(Cl)cc2Cl)c[nH]1 (stereo not given) | -61
CCN1CCCC1CNC(=O)C1CCN(C(=O)c2cc3sccc3n2Cc2ccc(F)cc2)CC1 (stereo not given) | 0
Cc1cccnc1NC(=O)CCNS(=O)(=O)c1ccc2c(c1)c(=O)n(C)c(=O)n2C | -2
COc1cc(C#N)c(NC(=S)N2CCOCC2)cc1OC | -69
CCOC(=O)CSC1=NN2CCS(=O)(=O)N=C2S1 | -23
CCCCc1nnc(NC(=O)Cn2cnc3ccccc3c2=O)s1 | -29
Nc1nc(SCn2nnc3ccccc3c2=O)n[nH]1 | 0
COc1cc(NC(=O)CSc2nncn2C)c(C)cc1[N+](=O)[O-] | -27
O=C1Nc2ccc([N+](=O)[O-])cc2OC1CCN1CCCC1 (stereo not given) | -13
O=C(O)CN(c1ccccc1[N+](=O)[O-])S(=O)(=O)c1ccccc1 | -15
Cn1c(N)c(C(=O)COC(=O)CCC2CCCC2)c(=O)n(C)c1=O | -33
COCCNC(C(=O)Nc1ccc(C)cc1[N+](=O)[O-])c1ccccc1 (stereo not given) | 31
CCN(CC)P(=O)(Nc1cccc(C(F)(F)F)c1)c1ccc(N(C)C)cc1NC(=O)c1ccco1 (stereo not given) | -4
S=c1[nH]nc(NCCc2ccccc2)s1 | 9
COc1ccc(C/C(N)=N/OC(=O)c2ccc(Cl)cc2)cc1 | -3
Cc1ccc2nc3cc([N+](=O)[O-])cc([N+](=O)[O-])c3cc2c1 | 99*
Cc1cccc(CSc2nc3[nH]ncc3c(=O)[nH]2)c1 | -8
CCOC(=O)c1cccc(C(=O)Nc2nc3ccc(OC)cc3s2)n1 | -25
CCC1CO/C(=C(\C(Cl)=C(Cl)Cl)[N+](=O)[O-])N1 (stereo not given) | -10
CCOc1ccc(CN2CCN(Cc3ccon3)CC2CCO)cc1 (stereo not given) | -1
Cc1cccc2sc(N(CCCN(C)C)C(=O)c3ccc(Cl)s3)nc12 | -16
O=C(NNC(=S)Nc1ccc(Cl)c(Cl)c1)c1ccccn1 | -27
COc1ccc(C(=O)NNC(=O)CSc2nc3c(c(=O)n(C)c(=O)n3C)n2C)cc1 | -9
O=C(Nc1nc2ccccc2[nH]1)c1ccc(Br)o1 | 11
Cc1cc(C)n(-c2ccc([N+](=O)[O-])cc2-c2nn[nH]n2)n1 | 15
O=S(=O)(c1ccc(F)cc1)N1CCN(c2ccc(-c3ccccc3)nn2)CC1 | 2
O=C(NC1=NCCS1)c1cccc(S(=O)(=O)N2CCc3ccccc32)c1 | 10
COc1ccc(CCNC(=S)NC2CCN(Cc3ccccc3)CC2)cc1 | -5
Cc1ccc(S(=O)(=O)N(C)C)cc1NC(=S)N1CCCCC1CO (stereo not given) | -15
O=C(Cc1cccs1)N1CCN(c2ccc([N+](=O)[O-])cc2)CC1 | -11
CCOc1ncccc1C(=O)OCC(=O)Nc1cc(S(=O)(=O)N(CC)CC)ccc1C | -11
Cn1cc(SCC(=O)NCc2ccc(F)cc2)c2ccccc21 | -14
COc1ccc2c(c1)c(CC(=O)OCC(=O)O)c(C)n2C(=O)c1ccc(Cl)cc1 | -6
CCCn1nnnc1NCc1c(Cl)cccc1Cl | -14
COc1ccc(CNC(=O)c2cccc(S(=O)(=O)N3CCN(C)CC3)c2)cc1 | 11
COc1ccc2nc(SCC(=O)NCC(F)(F)F)[nH]c2c1 | -5
C/C(=N\NC(=S)NC1CCCCC1)c1ccc(O)cc1 | -58
CCN(C(=O)c1ccc(Cl)cc1[N+](=O)[O-])c1ccccc1C | 40
N#Cc1cc(C(=O)c2cc(Br)ccc2O)cn(Cc2ccccc2)c1=O | 13
CCOC(=O)/C=c1\s/c(=C\c2ccc(C(=O)OC)cc2)c(=O)n1CC(=O)Nc1ccccc1 | 11
Cc1ccc(-c2nnn(CC(=O)N(Cc3cccs3)C(C(=O)NCC3CCCO3)c3ccco3)n2)o1 (stereo not given) | -17
COc1ccccc1NC(=O)c1ccc2snnc2c1 | 16
COc1ccc(NC(=O)CN2C(=O)CSC2=O)cc1 | -2
COc1ccccc1-n1cnnc1SCC(=O)Nc1cc(C)on1 | -26
CCOc1ccc(C2C(C#N)=C(N)Oc3nc[nH]c(=O)c32)cc1 (stereo not given) | -3
COc1cccc(OC)c1NC(=O)c1nc2c(nnn2Cc2ccccc2Cl)c(=O)[nH]1 | -18
CCOc1cc(/C=N/NC(=O)c2cc(C3CC3)[nH]n2)ccc1O | -9
O=C(NCc1cccnc1)C(=O)N/N=C/c1ccccc1[N+](=O)[O-] | -43
CC(C)CC(c1nnnn1Cc1ccc2c(c1)OCO2)N1CCC(C(N)=O)CC1 (stereo not given) | 10
CCc1ccc(N(CC(=O)NCc2ccc(F)cc2)C(=O)c2csnn2)cc1 | -4
COc1cccc(-c2nc3ccc([N+](=O)[O-])cc3o2)c1 | 14
C/C(=C\c1ccco1)CN1CCN(Cc2ccc(C)o2)C(CCO)C1 (stereo not given) | -29
CCCCN(CC)Cc1ccc(CNC(=S)Nc2c(C)cc(C)cc2C)o1 | -12
CC(C)CCN1CCN(Cc2cccc3nonc23)CC1CCO (stereo not given) | -10
CCCOc1ccc(/C=C/C(=O)N2CCN(c3ccccn3)CC2)cc1 | 3
O=c1[nH]c(-c2ccccn2)nc2sc(-c3ccccc3)cc12 | -24
Cc1cc(C)c2c(N)c(C(=O)N3CCc4ccccc4C3)sc2n1 | 15
Cc1ccc(OCCNC(=O)c2cc(=O)[nH]c3ccccc23)cc1 | -7

Remaining list, next part:
SMILES | E-sel TNF inh
CC(NC(=O)C(=O)NCC1CCCO1)c1ccccc1 (stereo not given) | 1
Cc1ccc(NC(=S)NCc2ccccc2)cc1S(=O)(=O)N1CCCCC1 | -11
Cc1cccc(N2CCN(Cc3cn(C)nc3-c3ccccc3F)CC2)n1 | -4
COC(=O)CSc1nnc(COc2ccc([N+](=O)[O-])cc2)n1C | -21
COc1ccccc1N1CCN(/N=C/c2cccc(O)c2)CC1 | -3
C#CC(C)(C)NC(=O)c1sccc1Oc1ccc(F)cc1[N+](=O)[O-] | -5
CCC(=O)c1ccc(OCC(=O)NC2(C#N)CCCCC2)cc1 | -2
Cc1ccc(OCC(=O)N/N=C/c2ccc3c(c2)OCO3)cc1C | -19
COCCN(C(=O)CSc1nnc(Nc2ccc(C)cc2)s1)c1c(N)n(CC(C)C)c(=O)[nH]c1=O | -21
CN1CCC(OC(=O)COc2ccc(Cl)cc2Cl)CC1 | 13
CC(=O)c1c(C)[nH]c(C(=O)NCc2ccco2)c1C | -20
CCOc1ccc(N2C(=O)/C(=C/c3ccccc3)N=C2SC)cc1 | 19
COc1ccc(CNC(=O)Cn2cncn2)cc1OC | -32
COc1ccc(-n2cnc3scc(-c4ccc(OC)c(OC)c4)c3c2=O)cc1 | -6
CN(c1ccccc1)S(=O)(=O)c1cccc(NS(=O)(=O)c2ccc(/C=C/C(=O)O)cc2)c1 | 15

Laid out differently: 17 of the compounds above.
E-sel TNF inh	Structure
10	CC(C)CC(c1nnnn1Cc1ccc2c(c1)OCO2)N1CCC(C(N)=O)CC1 (stereo not given)
-4	CCc1ccc(N(CC(=O)NCc2ccc(F)cc2)C(=O)c2csnn2)cc1
14	COc1cccc(-c2nc3ccc([N+](=O)[O-])cc3o2)c1
-29	C/C(=C\c1ccco1)CN1CCN(Cc2ccc(C)o2)C(CCO)C1 (stereo not given)
-12	CCCCN(CC)Cc1ccc(CNC(=S)Nc2c(C)cc(C)cc2C)o1
-10	CC(C)CCN1CCN(Cc2cccc3nonc23)CC1CCO (stereo not given)
3	CCCOc1ccc(/C=C/C(=O)N2CCN(c3ccccn3)CC2)cc1
-24	O=c1[nH]c(-c2ccccn2)nc2sc(-c3ccccc3)cc12
15	Cc1cc(C)c2c(N)c(C(=O)N3CCc4ccccc4C3)sc2n1
-7	Cc1ccc(OCCNC(=O)c2cc(=O)[nH]c3ccccc23)cc1
1	CC(NC(=O)C(=O)NCC1CCCO1)c1ccccc1 (stereo not given)
-11	Cc1ccc(NC(=S)NCc2ccccc2)cc1S(=O)(=O)N1CCCCC1
-4	Cc1cccc(N2CCN(Cc3cn(C)nc3-c3ccccc3F)CC2)n1
-21	COC(=O)CSc1nnc(COc2ccc([N+](=O)[O-])cc2)n1C
-3	COc1ccccc1N1CCN(/N=C/c2cccc(O)c2)CC1
-5	C#CC(C)(C)NC(=O)c1sccc1Oc1ccc(F)cc1[N+](=O)[O-]
-2	CCC(=O)c1ccc(OCC(=O)NC2(C#N)CCCCC2)cc1

Further compounds follow:
SMILES | E-sel TNF inh
O=C(OCc1cnc(Cl)s1)c1c(F)cccc1F | -9
Cn1cc(Br)c(C(=O)NNC(=O)Nc2ccccc2C(F)(F)F)n1 | 18
O=C(NCc1ccc2c(c1)OCO2)C(=O)NCC(c1ccco1)N1CCN(c2ccccc2)CC1 (stereo not given) | -32
CCNC(=S)N/N=C/c1ccc(C(=O)O)cc1 | -17
Cc1cc(SCC(=O)N/N=C/c2ccco2)nc2ccccc12 | -2
CCS(=O)(=O)Nc1ccc(C2=NN(C(C)=O)C(c3cccs3)C2)cc1 (stereo not given) | -16
CC1CCCCC1NC(=O)COC(=O)COc1ccccc1Cl (stereo not given) | -42
Cc1nc2ccc(NC(=O)c3ccc4ccccc4n3)cc2s1 | -2
CCN(CC(=O)Nc1ccc(OC)cc1)CC(=O)Nc1ccc(Cl)cc1F | -13
COc1ccc(C(=O)NCC(=O)OCC(=O)NCCC2=CCCCC2)cc1 | -8
c1ccc(-c2cc3c(N4CCCCC4)ncnc3s2)cc1 | -59
CC[n+]1c(/C=C2/C=C(C)CC(C)C2)sc2ccccc21 (stereo not given) | -5
CC(=O)c1cccc(NC(=O)CC2S/C(=N/N=C/c3cccs3)NC2=O)c1 (stereo not given) | -16
COC(=O)/C=C/c1cnc2ccccc2c1 | -1
COCCCn1cn[nH]c1=S | -3
CN(C)/C=C(\C=O)c1ncc(C(F)(F)F)cc1Cl | -4
COc1cc(CNC(C)(C)CO)cc(Br)c1OCc1ccccc1 | 7
O=C(COC(=O)c1cccnc1Cl)Nc1ccccc1OC(F)F | -27
CCNc1nc(SCCOc2ccc(Br)cc2)nc(N(C)C)n1 | 43
NC(=O)NCCCC(=O)OCC(=O)c1ccc2ccccc2c1 | -12
COc1ccc(C2SCCN2C(=O)c2ccc([N+](=O)[O-])cc2)cc1 (stereo not given) | -8
O=C(Nc1c2c(nn1-c1ccc(F)cc1)CS(=O)C2)c1ccc(S(=O)(=O)N2CCOCC2)cc1 (stereo not given) | 9
Cc1c([N+](=O)[O-])nnn1-c1cc(Cl)cc(Cl)c1 | -37
Cc1ccccc1OCC(=O)Nc1ccc2c(c1)n(C)c(=O)n2C | -40
CNC(=O)c1ccccc1NC(=O)C1CC(=O)N(c2ccc(OC)cc2)C1 (stereo not given) | -9
COc1cc(/C=N/NC(=O)CC2(C)OCCO2)cc(Br)c1O | -20
CC1=C(C(=O)Nc2ccccc2)C(c2ccc(Cl)cc2)n2c(s/c(=C/c3cccc(OCC(=O)O)c3)c2=O)=N1 (stereo not given) | -11
Cc1cccc(NC(=O)CN2C(=O)N/C(=C/c3ccc(-c4cccc(C(=O)O)c4C)o3)C2=O)c1 | -8
O=C(CSc1nncc(=O)[nH]1)NCc1ccccc1 | -29
Cn1cc(CN2CCCCC2c2ccccn2)c(-c2ccc3c(c2)OCCO3)n1 (stereo not given) | -30

Next section, starting with the last 2 of the part before.
SMILES | E-sel TNF inh
O=C(CSc1nncc(=O)[nH]1)NCc1ccccc1 | -29
Cn1cc(CN2CCCCC2c2ccccn2)c(-c2ccc3c(c2)OCCO3)n1 (stereo not given) | -30
CC(=O)N1CCn2c3c(c4cc(C)ccc42)CCCC31 (stereo not given) | -12
O=C(CN(CCc1ccccc1)S(=O)(=O)c1ccc(Br)cc1)N/N=C/c1ccccc1C(=O)O | -12
CCOC(=O)c1sc2nc(C)nc(SCC(=O)N(CC)C3CCS(=O)(=O)C3)c2c1C (stereo not given) | 17
CSc1ncccc1C(=O)OCC(=O)c1ccccc1Br | 16
O=C(NCc1ccc(F)cc1)Nc1ccc(Cl)cc1 | -77
O=C(N/N=C/c1c[nH]c2ccc(Br)cc12)c1ccc2c(c1)OCO2 | -17
O=C(Nc1ccccc1)Nc1cccc2nsnc12 | -25
CC(C)(C)Nc1nc(Cl)nc(N(C#N)CN2C(=O)c3ccccc3S2(=O)=O)n1 | 3
Cc1ccc(CN2C(=O)c3ccccc3NC23CCN(Cc2ccccc2)CC3)cc1 | -11
O=C(O)c1ccccc1NS(=O)(=O)c1ccc(NNC(=S)Nc2ccc(OC(F)F)cc2)c([N+](=O)[O-])c1 | -5
CCCn1c(SCC(=O)Nc2ccc(OC)cc2[N+](=O)[O-])n[nH]c1=O | -25
CCS(=O)(=O)CCSC1OC(COC(C)=O)C(OC(C)=O)C(OC(C)=O)C1OC(C)=O (stereo not given) | -18
CC(NC(=O)CCCn1cc([N+](=O)[O-])cn1)c1ccccc1 (stereo not given) | -28
O=Cc1c(Cl)nc2ccccn12 | -1
O=C(CNc1cc(S(=O)(=O)N2CCOCC2)ccc1N1CCCC1)N1CCc2ccccc21 | -23
Cc1ccc(C(=O)Nc2ccc(N3CCN(C(=O)c4ccco4)CC3)cc2)cc1 | -23
Cc1cc(NC(=O)CSc2nc3ccsc3c(=O)n2CCCC(=O)NCCc2ccccc2)no1 | -2
COCCNC(=S)N(CCc1c(C)[nH]c2ccc(Cl)cc12)Cc1cccs1 | -14
CCOC(=O)/C(C)=N/NC(=O)c1cccc([N+](=O)[O-])c1 | 15

An excerpt. The share of hits here may be higher or lower than overall.
